AmpC inh no detg: blocks E. coli AmpC beta-lactamase in detergent-free assay; P00811; AmpC nitrocefin hydrolysis, absorbance 480 nm, 0.0001% Triton; Potency, µM (highest dose often 57.1 µM), for inactives: at the top dose activity change, negative = inhibition, actives largely listed as inhibitors; actives 0.52% (n = 330,000); AID 485341;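 note: potency is the fitted concentration of half-maximal effect; plate controls were no compound for no effect and no enzyme for full effect; nearly all actives have a fitted effect of over 20% in size; some results filed as inactive show a strong effect at the top dose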
Target sequence (P00811 whole entry, looked up): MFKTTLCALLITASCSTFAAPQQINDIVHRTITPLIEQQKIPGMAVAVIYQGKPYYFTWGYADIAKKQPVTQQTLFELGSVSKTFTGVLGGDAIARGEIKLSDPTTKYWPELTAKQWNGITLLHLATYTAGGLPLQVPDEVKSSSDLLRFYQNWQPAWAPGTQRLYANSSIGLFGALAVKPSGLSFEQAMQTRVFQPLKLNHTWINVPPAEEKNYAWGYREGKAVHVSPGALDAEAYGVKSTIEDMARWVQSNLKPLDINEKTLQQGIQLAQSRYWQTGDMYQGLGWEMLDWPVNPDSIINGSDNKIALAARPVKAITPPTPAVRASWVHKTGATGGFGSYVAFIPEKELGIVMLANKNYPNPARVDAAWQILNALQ
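20 mM phosphate pH 7.0 + 0.01% (detergent screen) or 0.0001% Triton X-100; 5.3 nM AmpC reagent; cpd preinc 15 min RT; nitrocefin (800 uM stock) to start; A480 q20 s × 4 min; Activity was normalised to no-enzyme and no-compound control wells.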
FBPA Giardia inh: inhibitors of Giardia lamblia fructose-1,6-bisphosphate aldolase. Potency, µM (doses to about 59.6 µM), for inactives: at the top dose activity, negative = inhibition, most hits filed as inhibitors. AID 2451. actives 0.71% (n = 290,000). purified Giardia FBPA; note: potency is the fitted concentration of half-maximal effect; nearly all actives have a fitted effect of over 55% in size
Target sequence (A8B2U2 whole entry, looked up): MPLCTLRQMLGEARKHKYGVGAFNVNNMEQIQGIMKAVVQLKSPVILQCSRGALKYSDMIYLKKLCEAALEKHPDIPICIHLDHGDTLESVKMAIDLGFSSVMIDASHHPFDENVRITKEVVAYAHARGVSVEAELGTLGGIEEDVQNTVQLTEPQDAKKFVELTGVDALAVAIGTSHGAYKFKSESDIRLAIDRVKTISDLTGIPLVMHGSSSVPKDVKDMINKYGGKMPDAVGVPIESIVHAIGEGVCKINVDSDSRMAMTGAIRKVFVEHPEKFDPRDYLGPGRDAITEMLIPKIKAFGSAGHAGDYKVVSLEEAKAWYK
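Giardia FBPA (40 nM reagent) was preincubated 10 min at RT with compound (up to 57.5 uM final), then substrate plus GAPDH/TPI/NAD/arsenate coupling system with diaphorase/resazurin was added; resorufin fluorescence (525/598 nm) was read after 20 min.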
HCMV inh: inhibitors of human cytomegalovirus | HFF cells, HCMV-luciferase reporter, 72 h; hits give low values | actives 4.5% (n = 410,000) | activity change, negative = inhibition, % at 57.5 µM; in the data active = activity change below about -60%; inconclusive = no clear call, values can overlap the other calls; inactive = above about -39%
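Inhibition of viral replication was scored as loss of reporter luminescence in HFFs infected with HCMV-luciferase (MOI 1 PFU/cell) for 72 h; compounds tested at 2 doses, normalized to buffer and Salinomycin controls.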
Sm TGR block: S. mansoni TGR enzyme inhibition | purified TGR, DTNB reduction, TNB absorbance 405 nm | actives 3% (n = 360,000) | Q962Y6 | Potency, µM (highest dose often 114 µM), without a hit: at the top dose activity change, negative = inhibition, actives largely listed as inhibitors; note: potency is the fitted concentration of half-maximal effect; nearly all actives have a fitted effect of over 60% in size
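Kinetic colorimetric format: TGR-catalysed, NADPH-driven DTNB reduction monitored via TNB absorbance. Enzyme dispensed at 20 nM; compound exposure 15 min at room temperature before reaction start.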
AmpC inh detg: blocks E. coli AmpC beta-lactamase in detergent assay; P00811; AmpC hydrolysis of nitrocefin, absorbance 480 nm, 0.01% Triton; Potency, µM (series often up to 114 µM), without a hit: at the top dose activity change, negative = inhibition, actives largely listed as inhibitors; actives 0.041% (n = 370,000);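 note: potency is the fitted concentration of half-maximal effect; 0% = no-compound wells and -100% = no-enzyme wells; nearly all actives have a fitted effect of over 25% in size; some results filed as inactive show a strong effect at the top dose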
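20 mM phosphate pH 7.0 + 0.01% (detergent screen) or 0.0001% Triton X-100; 5.3 nM AmpC reagent; cpd preinc 15 min RT; nitrocefin (800 uM stock) to start; A480 q20 s × 4 min; Activity was normalised to no-enzyme and no-compound control wells.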
AMA1-RON2 inh: AMA1-RON2 (P. falciparum) interaction inhibition; AlphaScreen AMA1-biotinylated RON2 peptide binding; Potency, µM (top dose mostly 58.2 µM), without a hit: at the highest dose activity change, negative = inhibition, actives largely listed as inhibitors; actives 0.2% (n = 360,000); AID 720542;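 note: potency is the fitted concentration of half-maximal effect; 0% = vehicle wells and -100% = peptide control; nearly all actives have a fitted effect of over 45% in size; some results filed as inactive show a strong effect at the top dose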
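AMA1 (3D7) with his tag at 25 nM final met compounds first, then biotinylated RON2 peptide at 25 nM; detection used donor plus acceptor beads, 10 µg/mL apiece, read by AlphaScreen after 30 min at room temperature.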
Starred values were filed as active, the others as inactive; ? = inconclusive; · = not tested or not shown; [ ] = another dose, or the depositor's remark. Unless noted, calls come from the whole dose curve; as a rule, active = well fitted curve in the direction sought with a large enough effect; inconclusive = small, poorly fitted or top-dose-only effect, or another doubt; inactive = no such curve, though single readings can be large; an effect the other way counts as inactive or inconclusive. Unless noted, % is set by controls: 0 for no effect and ±100 for the full control effect.

(1) COC(=O)c1c(C)nc2ccccc2c1-c1ccccc1
(2) COc1cc(NC(=O)Cn2ccn(-c3cc(C)cc(C)c3)c(=O)c2=O)cc(OC)c1
(3) Cc1cc(C)nc(Nc2ccc(O)cc2)n1
(4) CCc1ccc(NC(=O)c2onc(C)c2Cl)cc1
(5) CCOC(=O)N1CCN(C(=O)CSc2ccc3nnc(-c4cccnc4)n3n2)CC1
(6) COc1ccccc1C(O)c1nccn1C (centres undefined)
(7) Cc1ccc2c(cnn2C(=O)CCC(=O)NC2CCCCC2)c1
(8) O=c1cc(-c2ccc(O)c(O)c2)oc2cc(O[C@@H]3O[C@H](CO)[C@@H](O)[C@H](O)[C@H]3O)cc(O)c12
assay / entry,1,2,3,4,5,6,7,8
AmpC inh no detg,44%,·,-12%,-18%,10%,-21%,-53%,-7%
FBPA Giardia inh,9%,·,?,-4%,6%,-9%,-2%,-4%
HCMV inh,-1,6,7,240,18,-14,32,·
Sm TGR block,4%,-5%,-6%,0%,9%,-5%,1%,·
AmpC inh detg,-13%,17%,-1%,?,9%,3%,?,·
AMA1-RON2 inh,-8%,·,-4%,0%,1%,-13%,3%,?

An excerpt of these results, with tabs.
no.	structure	AmpC inh no detg	FBPA Giardia inh	HCMV inh	Sm TGR block	AmpC inh detg	AMA1-RON2 inh
1	COC(=O)c1c(C)nc2ccccc2c1-c1ccccc1	44%	9%	-1	4%	-13%	-8%
2	COc1cc(NC(=O)Cn2ccn(-c3cc(C)cc(C)c3)c(=O)c2=O)cc(OC)c1	·	·	6	-5%	17%	·
3	Cc1cc(C)nc(Nc2ccc(O)cc2)n1	-12%	?	7	-6%	-1%	-4%
8	O=c1cc(-c2ccc(O)c(O)c2)oc2cc(O[C@@H]3O[C@H](CO)[C@@H](O)[C@H](O)[C@H]3O)cc(O)c12	-7%	-4%	·	·	·	?

The results go on.
(9) COCCNC(=S)N/N=C(\C)c1ccc(Cl)c(Cl)c1Cl
(10) CC(/C=C/C=C/c1ccccc1)=N/NC(=O)CNc1ccccc1C
(11) O=c1c2ccccc2nc(-c2ccoc2)n1-c1ccccc1Cl
(12) O=C(CCCN1C(=O)/C(=C/c2cccc(Br)c2)SC1=S)N1CCOCC1
(13) O=C(Nc1nc(-c2cccc([N+](=O)[O-])c2)cs1)c1cccc([N+](=O)[O-])c1C(=O)O
(14) N#Cc1cc(Cl)c(NCC2CCCO2)cc1C#N (centres undefined)
(15) O=C(O)CSc1c2c(nc3cc(C(=O)Nc4ccc(F)c(Cl)c4)ccc13)CCCC2
(16) Cc1ccc(S(=O)(=O)N2CCCCC2)cc1NC(=O)Cn1c(=O)cnc2ccccc21
assay / entry,9,10,11,12,13,14,15,16
AmpC inh no detg,-1%,-3%,-6%,-4%,-24%,4%,-26%,-28%
FBPA Giardia inh,-5%,5%,-2%,15%,7%,12%,·,2%
HCMV inh,3,-10,-20,8,35,-20,10,?
Sm TGR block,-2%,5%,-18%,3%,-15%[57.1 µM],4%,-17%,3%
AmpC inh detg,1%,-1%,1%,?,-5%,-7%,2%,2%
AMA1-RON2 inh,11%,-2%,6%,8%,-8%,0%,3%,0%

Sorted by number of heavy atoms (falling): part of the list above
(15) O=C(O)CSc1c2c(nc3cc(C(=O)Nc4ccc(F)c(Cl)c4)ccc13)CCCC2
(12) O=C(CCCN1C(=O)/C(=C/c2cccc(Br)c2)SC1=S)N1CCOCC1
(11) O=c1c2ccccc2nc(-c2ccoc2)n1-c1ccccc1Cl
assay / entry,15,12,11
AmpC inh no detg,-26%,-4%,-6%
FBPA Giardia inh,·,15%,-2%
HCMV inh,10,8,-20
Sm TGR block,-17%,3%,-18%
AmpC inh detg,2%,?,1%
AMA1-RON2 inh,3%,8%,6%

Next part
(17) CC(=O)Nc1cc(C(=O)OCC(=O)c2ccc(C)cc2)ccc1C
(18) CC(C)/C=C1\CC/C(=C\c2ccc(N(C)C)cc2)C1=O
(19) COc1ccc(N2CCN(C(=O)CSc3nnnn3C3CC3)CC2)cc1
(20) COc1ccccc1C(CCN(Cc1ccccc1)C(C)=O)c1ccco1 (centres undefined)
(21) CCOc1ccccc1Nc1nnc(SCC(=O)Nc2cc(C)on2)s1
(22) CCCc1nc(SCC(=O)Nc2nnc(CC)s2)c2c(C)c(C)sc2n1
(23) CCOCCCN(C)C1CCN(C(=O)c2oc3ccccc3c2NC(=O)c2ccc([N+](=O)[O-])cc2)CC1
(24) CCCCOc1ccc(C(=O)N2CCC(c3nc4ccccc4o3)CC2)cc1
assay / entry,17,18,19,20,21,22,23,24
AmpC inh no detg,3%,-20%,-7%,62%[activator],-16%,-28%,1%,·
FBPA Giardia inh,0%,1%,·,13%,-5%,1%,·,·
HCMV inh,70,78,-4,9,46,-12,-22,-13
Sm TGR block,2%,-33%,-7%,18µM*,5%,-1%,-7%,3%
AmpC inh detg,1%,-4%,-2%,3%,?,-2%,?,16%
AMA1-RON2 inh,-2%,10%,0%,-27%,12%,-9%,-11%,·

(25) O=C(NCCCn1ccnc1)/C(=C\c1cccnc1)NC(=O)c1ccco1
(26) COC(=O)Cc1ccc(OC(=O)c2cccc(S(=O)(=O)N3CCN(C)CC3)c2)cc1
(27) Cc1cccc(CCNC(=O)Cn2ncc3c(=O)oc4ccccc4c32)c1
(28) CC(C)(C)n1c(O)c(C=Nc2ccc3c(c2)CCC3)c(=O)[nH]c1=O
(29) CC(C)NC(=O)N(C)C[C@H]1Oc2ccc(NS(=O)(=O)c3ccc(F)cc3)cc2C(=O)N([C@H](C)CO)C[C@@H]1C
(30) Cc1ccc(C(=O)O)cc1NC(=O)CN1C(=O)C2C3c4ccccc4C(Br)(c4ccccc43)C2C1=O (centres undefined)
(31) COc1ccc(N2CCN(C(=O)C3CCN(S(=O)(=O)c4cn(C)cn4)CC3)CC2)cc1
(32) CC(C)(C)c1cc(-c2ccccc2)n[nH]1
assay / entry,25,26,27,28,29,30,31,32
AmpC inh no detg,-20%,59%,·,-15%,-10%,-34%,·,1%
FBPA Giardia inh,0%,·,·,-1%,·,13%,·,4%
HCMV inh,2,9,2,17,71,-35,-72*,-23
Sm TGR block,-2%,5%,1%,-6%,·,-7%,-2%,2%
AmpC inh detg,2%,?,-5%,4%,·,-2%,17%,-4%
AMA1-RON2 inh,64%[activator],14%,·,-1%,6%,-9%,·,-9%

(33) CNC(=S)N(CCc1c(C)[nH]c2ccc(Cl)cc12)Cc1cccnc1
(34) O=C(CNC(=O)c1ccc2ccccc2c1)NCc1ccc(F)cc1
(35) O=C(NCc1ccccc1Br)c1cnc2sc(N3CCCCCC3)nn2c1=O
(36) CSc1nc2sc3c(c2c(=O)[nH]1)CCC(C)C3 (centres undefined)
(37) O=C(CCc1nnc(C2CCCCC2)o1)NCCCOc1cccnc1
(38) COc1ccc(/C=N/S(=O)(=O)c2cccs2)cc1
(39) COC(CNC(=O)c1c[nH]c2ccc(S(=O)(=O)N(C)c3ccc(F)cc3)cc2c1=O)OC
(40) COc1ccccc1NC(=O)/C=C/C(N)=O
assay / entry,33,34,35,36,37,38,39,40
AmpC inh no detg,61%[activator],-3%,·,-10%,-2%,-3%,77%[activator],-17%
FBPA Giardia inh,18%,-1%,·,8%,1%,2%,9%,1%
HCMV inh,6,-5,?,?,19,?,?,-37
Sm TGR block,-10%,0%,3%,1%,5%,5%,13%,2.8µM*
AmpC inh detg,0%,7%,11%,-19%,1%,1%,-1%,?
AMA1-RON2 inh,-14%,-2%,·,10%,-15%,3%,-6%,8%

(41) CCCSc1nnc(-c2cccc(S(=O)(=O)N(C)C)c2)n1-c1cc(OC)ccc1OC
(42) CCOc1ccc(NC(=O)C(Cc2ccccc2)NS(=O)(=O)c2ccc3c(c2)oc(=O)n3C)cc1 (centres undefined)
(43) CCc1cc(=O)oc2cc(C)cc(OC(=O)c3ccco3)c12
(44) COc1ccc(CC2(CCc3ccncc3)C(=O)NC(=O)NC2=O)c(OC)c1
(45) O=S(=O)(NCC1CCCO1)c1ccc(S(=O)(=O)N(Cc2ccccn2)C2CC2)cc1 (centres undefined)
(46) O=C(NCc1nc2ccccc2[nH]1)C1=C[C@H](C2CC2)C[C@H](OCc2ccc(CO)cc2)O1
(47) O=S1(=O)CCN(Cc2csc(-c3cccs3)n2)CC1
(48) CN(C)c1ccc(CNC23CN4CN(CN(C4)C2)C3)cc1
assay / entry,41,42,43,44,45,46,47,48
AmpC inh no detg,148%[activator],·,-23%,14%,8%,0%,-11%,?
FBPA Giardia inh,0%,·,-5%,11%,0%,-1%,0%,-1%
HCMV inh,-62*,-12,14,-27,3,7,18,46
Sm TGR block,-3%,-15%,1%,-11%,-7%,7%,-2%,-3%
AmpC inh detg,?,-6%,?,4%,?,1%,-6%,1%
AMA1-RON2 inh,2%,·,11%,-1%,3%,39%[activator],-29%,11%

(49) CC(C)CC(=O)Nc1nnc(S(=O)(=O)N(C)Cc2ccc(Cl)cc2)s1
(50) CC(=O)c1ccc(OCCCC(=O)Nc2ccc(C)c(S(=O)(=O)N3CCCCC3)c2)cc1
(51) Cn1c(=O)n(CC#N)c2ccccc21
(52) Cc1ccc(NC(=O)Nc2nnc(N3CCCCC3)s2)c(C)c1
(53) CCCCN(Cc1ccccc1)S(=O)(=O)c1ccc2c(c1)CCN2C(=O)C1CCC1
(54) CC1CCc2c(C(=O)NCC3CCCO3)csc2C1 (centres undefined)
(55) CCN1C(=NCc2cc(OC)c(OC)c(OC)c2)N[C@@H](c2cccc(F)c2)C(C(=O)OC)=C1C
(56) C=CCNc1nc(C(=O)OCC(=O)c2ccc(C)c([N+](=O)[O-])c2)cs1
(57) C=CCNC(=O)c1cc2c(=O)n3ccccc3nc2s1
(58) N#Cc1c(/N=C/N2CCCC2)oc(-c2ccccc2)c1-c1ccccc1
(59) CC(C)=CCN1CC[C@@]2(C)c3cc(O)ccc3CC1C2C (some centres undefined)
assay / entry,49,50,51,52,53,54,55,56,57,58,59
AmpC inh no detg,·,-10%,-17%,·,·,2%,241%[activator],20µM*,-16%,-15%,-27%
FBPA Giardia inh,·,·,3%,·,·,-27%,4%,·,-4%,-5%,·
HCMV inh,0,?,92,18,20,10,·,-1,88,-35,52
Sm TGR block,3%,-2%,17%,2%,1%,-10%,-20%,-22%,-21%,-1%,·
AmpC inh detg,16%,-1%,?,14%,-4%,-8%,-19%,2%,2%,-1%,·
AMA1-RON2 inh,·,-15%,2%,·,·,4%,·,33%[activator],24%,-4%,7%

From PubChem

The order is random; about 7.8% have a hit in one of these screens.
